Compound activity: PubChem BioAssay, several laboratories
SKN-1 block: inhibitors of C. elegans SKN-1; C. elegans VP596 Pgst-4::GFP/RFP ratio, acrylamide-induced, 24 h; inhibition, % at 21.8 µM; 360,000 compounds, 0.49% hits; AID 624304;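 active = interference check ratio from 0.5 to 1.5 plus GFP to RFP signal ratio inhibition reaching or exceeding a fixed threshold, cut at about 30% in these data, passing the limit was not always enough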; also: some compounds called inactive have numbers as strong as hits
MLLE-PAM2 inh: inhibitors of microRNA-mediated deadenylation, human PABP1 MLLE binding; AID 588489; inhibition, % at 20 µM; GST-MLLE / FITC-PAM2 fluorescence polarization; 360,000 compounds, 0.36% hits; P11940; in the data active = inhibition above about 35%, passing the limit was not always enough;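 also: plate controls were DMSO wells with GST-MLLE for no effect and wells lacking GST-MLLE protein for full effect; some results filed as inactive read as strong as hits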
Target sequence (P11940 whole entry, looked up): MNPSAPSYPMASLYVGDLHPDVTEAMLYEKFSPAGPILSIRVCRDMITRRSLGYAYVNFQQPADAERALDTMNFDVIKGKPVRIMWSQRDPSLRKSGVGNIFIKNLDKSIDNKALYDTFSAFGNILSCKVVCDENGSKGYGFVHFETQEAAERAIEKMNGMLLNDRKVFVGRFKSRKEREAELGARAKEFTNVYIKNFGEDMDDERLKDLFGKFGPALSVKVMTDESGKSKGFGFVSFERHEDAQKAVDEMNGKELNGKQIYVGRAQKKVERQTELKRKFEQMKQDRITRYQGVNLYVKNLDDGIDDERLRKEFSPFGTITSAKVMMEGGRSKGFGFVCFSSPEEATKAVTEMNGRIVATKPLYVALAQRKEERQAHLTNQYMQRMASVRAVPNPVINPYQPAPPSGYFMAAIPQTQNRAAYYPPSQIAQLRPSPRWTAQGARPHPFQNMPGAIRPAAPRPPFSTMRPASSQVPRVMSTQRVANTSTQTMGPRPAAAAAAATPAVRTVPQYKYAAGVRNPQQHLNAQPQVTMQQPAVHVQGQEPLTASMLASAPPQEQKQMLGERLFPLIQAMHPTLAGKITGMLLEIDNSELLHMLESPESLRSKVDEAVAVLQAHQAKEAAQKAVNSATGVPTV
eLon inh: E. coli protease La inhibition; purified E. coli Lon protease, fluorescence polarization; inhibition, % at 7.94 µM; P0A9M0; 360,000 compounds, 0.42% hits; in the data active = inhibition above about 13%, passing the limit was not always enough;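 also: 0% = enzyme with probe and DMSO and 100% = no enzyme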
MsrA inh: bovine MsrA inhibition. AID 651718. purified bovine MsrA, absorbance read-out. inhibition, % at 15.5 µM. 360,000 compounds, 0.75% hits; in the data active = inhibition above about 4.5%;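 also: 0% = vehicle wells with enzyme and 100% = reference inhibitor wells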
FAS-TE inh: inhibitors of human fatty acid synthase thioesterase domain; recombinant FAS-TE, OMFH fluorogenic substrate, fluorescence endpoint; inhibition, % at 15 µM; 360,000 compounds, 0.67% hits; AID 602261;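 active = compounds whose normalised, plate-corrected inhibition of enzyme fluorescence in the single-dose primary screen is 50% or more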;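 also: 0% = DMSO with enzyme and 100% = substrate without enzyme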
CendR NRP1 mod: modulators of CendR peptide binding to human neuropilin-1; O14786; FAM-RPARPAR peptide binding to NRP-1, fluorescence polarization; inhibition, % at 25 µM; 360,000 compounds, 0.85% hits; AID 602438;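 active = inhibition or corrected inhibition above about 18%, plus a signal ratio from 0.5 to 1.5, limit read from the data, passing the limit was not always enough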; also: strong numbers were not always called active
TbMetRS inhib: blocks T. brucei methionyl-tRNA synthetase activity; purified T. brucei MetRS, ATP depletion, Kinase-Glo luminescence; inhibition, % at 11.9 µM; 360,000 compounds, 0.4% hits;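 active = inhibition above a per-plate cutoff of the control wells' mean inhibition plus 3 SD, cut at about 5.5% in these data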;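 also: 0% = DMSO wells median and 100% = median of wells with control inhibitor compound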
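Assay system: T. brucei methionyl-tRNA synthetase, purified | Medium: HEPES buffer with MgCl2, KCl, DTT, spermine, BSA, pyrophosphatase | Compound: 11.9 µM single point | Incubation: 15 min enzyme-compound preincubation, 2 h reaction, 10 min detection, 25 °C | Measured by: Kinase-Glo luciferase luminescence reporting remaining unconsumed ATP | Measure: % inhibition normalized to control-well medians | Replication: Singlicate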
MT1-MMP act inh: MT1-MMP (human) activation inhibition. 360,000 compounds, 0.061% hits. AID 651647. GFP/RFP ratio change, % at 20 µM. HT1080 RFP-PRO-GFP cells, GFP/RFP ratio fluorescence, overnight; percent of plate control window, DMSO zero. P50281;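 active = GFP/RFP ratio change of at least 30% with cell ATP level not reduced by more than half and red fluorescence within 50% of control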; also: strong numbers were not always called active
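Assay system: HT1080 cells carrying an RFP-PRO-GFP reporter | Dosing: Single dose of 20 µM compound, 1% DMSO final | Incubation: Cells overnight before dosing, compound overnight, 37 °C, 5% CO2 | Evaluation: GFP/RFP fluorescence ratio | Control set: DMSO and RFP-L50D-GFP cell wells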
MsrA act: bovine methionine sulfoxide reductase A activation; purified bovine MsrA, absorbance read-out; AID 602163; activation, % at 10.6 µM; 360,000 compounds, 0.3% hits; in the data active = activation above about 7.5%;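 also: 0% = vehicle and 100% = reference activator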
Active calls of the source: *; nt = not tested or not shown.

SMILES	SKN-1 block	MLLE-PAM2 inh	eLon inh	MsrA inh	FAS-TE inh	CendR NRP1 mod	TbMetRS inhib	MT1-MMP act inh	MsrA act
CC(C)C[C@H](NC(=O)Nc1cccc(C(F)(F)F)c1)C(=O)O	3	5	-10	2.2	-5	-6	-0.1	-2	-4
Cn1ccnc1SCC(=O)Nc1ccc2c(c1)COC2=O	-30	21	-4	-0.1	-3	2	0.9	1	-11
O=C(Oc1cccc(Nc2ncnc3ccccc23)c1)c1ccccc1Cl	3	-7	3	0.9	22	8	-0.7	3	-3
CCS(=O)(=O)N1CCN(c2ccc(S(=O)(=O)N3CCOCC3)cc2)CC1	9	10	0	-0.6	-6	3	1.2	6	-4
O=C(CN1CCN(Cc2ccccc2)CC1)Nc1ccc(Cl)cc1	-8	-1	-5	0.1	-4	6	-0.2	-1	-4
O=[N+]([O-])c1ccc(-c2cn3c(n2)CCC3)cc1	5	-11	4	0.4	-1	7	-0.8	15	-11
CC(C)(C)NS(=O)(=O)c1ccc(CCC(=O)NCc2ccco2)cc1	3	14	-13	-0.2	-11	-12	-1.0	-8	-3
CCCCC(=O)NCCc1ccc(OC)cc1	1	-13	4	0.2	-2	-4	-0.5	0	-3
O=C(CSc1nc2cccc(F)c2c(=O)n1-c1ccccc1)Nc1ccc2c(c1)CCC2	15	-5	5	0.8	34	-10	0.0	-9	-2
O=C(O)c1ccc(Nc2nc(-c3cccnc3)cs2)cc1O	-4	10	2	1.8	-6	-21	-1.6	4	-13
COc1ccc(S(=O)(=O)NNC(=O)c2cc3cc4ccccc4nc3s2)cc1	8	-5	5	1.5	-1	-2	5.8*	-3	-7
COc1cc2cc(CCOC(=O)c3ccc(C#N)cc3)oc(=O)c2cc1OC	6	-6	-10	0.0	13	2	0.1	1	-3
CSc1ccccc1OCc1cc(C(=O)NC(C)Cn2cncn2)no1 (stereo not drawn)	17	-5	-3	1.1	1	6	-0.5	2	-1
Cc1ccc(S(=O)(=O)NCC(=O)OCC(=O)N2CC(C)OC(C)C2)cc1 (stereo not drawn)	-9	1	-4	-0.1	-9	7	-0.1	-2	-1
CC1CCN(CC(=O)c2cccs2)CC1	7	-5	12	1.4	-4	11	-1.1	2	-11
COc1ccc(OC)c(NC(=O)Cn2cc(C#N)c3ccccc32)c1	7	-1	-5	1.2	23	-8	0.2	4	-2
O=C(Nc1cccc2ncccc12)c1ccc([N+](=O)[O-])o1	8	6	5	0.8	-2	5	-0.1	-2	-1
Cc1ccc(O)c(C(CC(=O)NC(C)C)c2ccccc2)c1 (stereo not drawn)	-2	12	-11	-0.6	-6	2	-1.3	-33	-13
Cn1cc(/C=N/NC(=O)c2ccc(C#N)cc2F)c2ccccc21	8	3	2	3.1	2	-17	0.9	4	-3
CCNC(=S)NNC(=O)Cc1ccccc1	-9	0	-2	-0.9	-6	4	1.0	-7	-11
Cc1cc(N2CCN(Cc3nc(-c4ccc(F)cc4)oc3C)CC2)cc(C)n1	1	-1	0	0.9	-11	-11	-0.7	2	-8
O=C(CN1C(=O)S/C(=C\c2cccs2)C1=O)Nc1ccc(O)cc1C(=O)O	-5	-4	-4	5.1*	-4	-19	-0.4	-5	-12
COc1cc(C(=O)OCC(C)=O)c([N+](=O)[O-])cc1OC	3	8	-5	-0.7	-4	4	0.3	3	0
Cc1ccccc1CC1(CO)CCCN(C(=O)c2ccccc2N(C)C)C1 (stereo not drawn)	-9	3	0	0.9	-4	0	-0.3	-1	0
COC(=O)C1CCN(C(=O)N2CCOCC2)CC1	1	1	-6	-0.5	-6	1	-0.2	3	-3

An excerpt of the results above:
SMILES	SKN-1 block	MLLE-PAM2 inh	eLon inh	MsrA inh	FAS-TE inh	CendR NRP1 mod	TbMetRS inhib	MT1-MMP act inh	MsrA act
O=C(CN1C(=O)S/C(=C\c2cccs2)C1=O)Nc1ccc(O)cc1C(=O)O	-5	-4	-4	5.1*	-4	-19	-0.4	-5	-12
COc1cc(C(=O)OCC(C)=O)c([N+](=O)[O-])cc1OC	3	8	-5	-0.7	-4	4	0.3	3	0
Cc1ccccc1CC1(CO)CCCN(C(=O)c2ccccc2N(C)C)C1 (stereo not drawn)	-9	3	0	0.9	-4	0	-0.3	-1	0
COC(=O)C1CCN(C(=O)N2CCOCC2)CC1	1	1	-6	-0.5	-6	1	-0.2	3	-3

The results go on.
SMILES	SKN-1 block	MLLE-PAM2 inh	eLon inh	MsrA inh	FAS-TE inh	CendR NRP1 mod	TbMetRS inhib	MT1-MMP act inh	MsrA act
C=CCn1sc(=N)c(C#N)c1N	-4	-55	-5	-0.6	-10	-92	-1.1	-3	-5
CC(C)c1nc(SCc2c(F)cccc2Cl)c2c(=O)n(C)c(=O)n(C)c2n1	2	10	0	nt	31	-8	0.2	-6	-4
CCOc1ccc(C(=O)Nc2ccc(CN3CCOCC3)cc2)cc1Cl	15	9	-3	-0.2	-3	13	-0.1	3	0
CC1CC(C)CN(C(=O)C(Cc2ccccc2)NC(=O)c2ccccc2)C1 (stereo not drawn)	-8	6	-11	1.5	3	3	-0.6	1	-10
Cc1ccc(CO/N=C/c2c(O)cc(C)oc2=O)cc1	4	-11	4	0.9	2	8	0.4	-4	-3
CC(C)N(CCc1ccncc1)C(=O)Nc1ccc(Cl)c(Cl)c1	7	-15	-2	-0.9	11	7	-0.3	-1	0
NC1=NC(=Nc2ccc(Cl)cc2)c2ccccc21	16	-13	2	-0.4	-12	4	0.5	3	-1
CC(=O)Nc1ccc(CN(C)c2c(C)nc3ccc(C(=O)N4CCN(C(C)=O)CC4)cn23)cc1	9	-3	-5	-1.0	-2	-3	-0.3	-1	0
O=c1nc2ccccn2c2ccc(S(=O)(=O)N3CCCCC3)cc12	-9	13	4	2.1	7	3	-0.2	0	-5
N#Cc1c[nH]n2c(=O)c3c(nc12)CCC3	-1	7	6	0.5	-6	4	-0.6	-3	-9
CC(C)c1nnc(NC(=O)c2nc(S(=O)(=O)Cc3ccccc3)ncc2Cl)s1	15	21	-10	0.4	1	-2	0.0	-1	-3
Nc1nsc2ccccc12	1	15	6	-0.9	-7	12	0.0	-10	0
Cc1ccc(NC(C#N)c2ccccc2OCc2ccccc2)cc1 (stereo not drawn)	10	-5	3	0.5	27	-5	-0.6	5	-3
CCc1ccc(NC(=O)CSc2ccc(-c3cccnc3)nn2)cc1	10	10	-9	-0.8	4	-10	-1.2	6	-9
COc1cccc(CNc2nc3cc(-c4cccc(Cl)c4)sc3c(=O)n2C)c1OC	9	10	-4	-0.5	23	-3	-0.3	-4	-5
COc1ccc(CCNC(=O)CCCCCNC(=O)N2CCn3c2nc2ccccc23)cc1OC	0	4	1	-0.7	-2	1	-0.5	0	-2
FC(F)(F)Oc1ccc(NC(=S)Nc2ccccc2N2CCOCC2)cc1	1	28	3	0.3	8	-2	0.2	1	0
NS(=O)(=O)c1ccc(NC(=S)NCc2ccc(Cl)cc2)cc1	-17	17	-3	-0.1	6	3	1.1	1	-3
CC(=O)N1CC(C)Oc2ccc(S(=O)(=O)Nc3ccc(Cl)cn3)cc21 (stereo not drawn)	-2	2	4	0.2	-3	-5	-0.2	2	-2
CCOC(=O)C(C)Sc1nc2c([nH]c3ccccc32)c(=O)n1C (stereo not drawn)	8	0	-7	0.0	-11	9	-0.9	-5	-6
CCCCC(=O)Nc1ccc2c(c1)nc(CN1CCN(C(=O)OCC)CC1)n2C	29	-12	-8	1.7	-3	11	-0.7	0	0
CCN(CC)c1nc(-c2ccccc2)ncc1S(=O)(=O)c1ccc(C)cc1	6	-14	4	1.5	30	-7	-0.4	-6	-3
CC(C)OC(=O)CSc1nnc(-c2cnccn2)n1C	-10	18	5	-0.3	-4	9	-0.2	-3	2
O=[N+]([O-])/C(N=Nc1ccccc1)=N\Nc1ccccc1	6	-5	0	-0.5	-4	-2	0.5	6	-2
CCOC(=O)N1CCN(c2cc(=O)n(-c3ccccc3Cl)c(=O)[nH]2)CC1	-3	13	-4	-1.9	-8	-2	-1.0	-3	-8

The results go on.
SMILES	SKN-1 block	MLLE-PAM2 inh	eLon inh	MsrA inh	FAS-TE inh	CendR NRP1 mod	TbMetRS inhib	MT1-MMP act inh	MsrA act
O=C1N(Cc2cccnc2)C[C@@H]2C[C@@H](c3ccc(C(F)(F)F)cc3)N3CCC[C@@]123	6	1	4	1.1	-1	-7	-0.6	1	-2
CCn1c(C)[n+](CC)c2ccc(S(=O)(=O)NC)cc21	4	-124	3	-0.8	-9	17	-0.7	0	-3
Cc1cc2cc(C)c3nnc(SCC(=O)Nc4ccc(S(=O)(=O)N5CCCCC5)cc4)n3c2cc1C	-2	-7	-9	-0.7	-14	13	-0.7	3	-5
Cc1ccc(C(=O)C2CCN(S(=O)(=O)c3ccccc3C(=O)O)CC2)cc1	9	0	-9	-1.5	-5	18	0.0	-1	-1
Cc1nnc(NC(=O)c2ccc(C)c(S(=O)(=O)N3CCCCCC3)c2)s1	-32	-10	0	0.0	-6	4	-0.6	3	-8
NNC(=O)CSc1nc(-c2ccccc2)nc2c1CCCC2	6	0	-6	2.0	-5	4	0.0	9	-3
N/C(=N\OC(=O)c1ccc(Cl)c(Cl)c1)c1cccc(CSc2ccccn2)c1	2	3	9	0.6	25	-9	-0.6	1	-6
Cc1ccc(C(O)CSc2nnc(-c3ccc4ccccc4c3)n2C)cc1 (stereo not drawn)	-10	-69	-1	-0.8	2	3	-0.1	-1	-4
Cc1cccc(C)c1NC(=O)CSc1nnc(-c2cccnc2)o1	-10	5	5	-1.1	-9	5	-0.7	-2	-8
O=C(CNc1cccc(S(=O)(=O)N2CCCC2)c1)Nc1ccc(C(F)(F)F)cc1	5	5	6	-0.4	14	-9	-0.4	11	-4
Cc1ccccc1NC(=O)Cc1nc(COC(=O)c2ccc(Cl)nc2)cs1	11	-22	-4	-0.1	-14	-7	-0.3	3	2
COc1ccc(CN2C(=O)N(c3ccccc3)C(=O)C2CC(=O)Nc2ccccc2)cc1OC (stereo not drawn)	3	-14	3	-0.9	-6	8	-0.2	1	-3
C=CCn1c(SC(C)C(=O)Nc2ccc(F)c(F)c2F)nnc1C1CC1 (stereo not drawn)	6	2	-6	-0.5	-5	2	-0.4	1	-3
CC1(C)CC(=O)C(C=Nc2cccnc2/N=C/C2=C(O)CC(C)(C)CC2=O)=C(O)C1	-6	7	52*	1.8	12	1	-0.1	-17	-1
CCOC(=O)C(c1ccccc1)C(Nc1ccccc1)c1ccccn1 (stereo not drawn)	-2	0	4	0.9	0	6	0.0	-4	-3
Cc1cc(NC(=O)CSc2nncn2N)no1	-1	6	-6	2.4	-6	-3	-0.1	2	-2
C=CCn1c(SCC(=O)NC2CCCC2)nnc1-c1ccccn1	-2	-11	-3	1.6	2	9	-0.4	1	-10
COc1ccccc1C(C)NC(=O)Cc1ccc(S(=O)(=O)N2CCOCC2)s1 (stereo not drawn)	0	6	-19	0.4	-4	-9	-0.3	-4	-3
O=c1c2cc(NC(=S)NC3CCCCC3)ccc2nc2n1CCCCC2	0	-6	4	0.3	8	-8	1.1	-1	1
O=C(c1ccc(S(=O)(=O)N2CCCC2)cc1)N1CCN(Cc2ccc3c(c2)OCO3)CC1	10	-1	-9	0.1	-4	3	0.2	4	-2
CC(C)CN(C(=O)COC(=O)c1cc(=O)[nH]c2ccccc12)c1c(N)n(Cc2ccccc2)c(=O)[nH]c1=O	-6	-37	-5	-0.7	-5	-3	-0.2	-2	-3
